C-LANA FP = inhibitors of KSHV LANA C-terminal domain DNA binding; inhibition, % at 9 µM; MBP-C-LANA/FAM-LBS DNA binding, fluorescence polarization; 0.078% of 340,000 active;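 active means highest replicate inhibition at or above 60% at 9 µM, even if other replicates fall short; inactive means all replicates below 60% inhibition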;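 further: 0% = neutral control wells and 100% = 4 µM acridine orange control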
SR-BI uptake up = activators of SR-BI mediated HDL lipid uptake. CHO ldlA[mSR-BI] cells, DiI-HDL uptake fluorescence, 3 h; 100 = double the neutral-control signal. AID 504775. activation, % at 12.5 µM. 0.096% of 320,000 active;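 active means mean replicate activation of at least 60% and every replicate at or above 60%; inconclusive means mean or all-replicate condition met, but not both; inactive means mean below 60% and not all replicates reaching 60%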;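 further: 0% = median plate neutral-control signal and 100% = twice that signal; values of inactives mirror those of a sister screen read the other way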
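System: LDL receptor-deficient CHO ldlA cells overexpressing murine SR-BI | Timing: 3 h uptake period with compound, 37 °C | Medium: HEPES-buffered (25 mM, pH 7.4) F12 plus 0.5% BSA | Dosing: Single-point compound dose | Signal: Bottom-read fluorescence, 550/595 nm | Read-out: Retained DiI signal reflecting DiI-HDL uptake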
SR-BI DiI inh = blocks mouse SR-BI lipid uptake from DiI-HDL | ldlA[mSR-BI] CHO cells, DiI-HDL uptake fluorescence, 3 h | 0.96% of 320,000 active | Q61009 | inhibition, % at 12.5 µM;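 active means mean replicate inhibition of at least 70% and a set share of replicates each scoring 70 or more; inconclusive means meets just one of the two criteria; inactive means fails both criteria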;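 further: 0% = median of neutral control wells and 100% = median of positive control wells; values of inactives mirror those of a sister screen read the other way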
Arrestin-AP2 inh = blocks beta-arrestin peptide binding to AP2 adaptin; FITC-arrestin peptide / GST-AP2 beads, flow cytometry; AP2 beta2 appendage carries R879A mutation; inhibition, % at 10 µM; 0.31% of 340,000 active; AID 504490;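 active means inhibition above a set limit, near 3 SD of compounds lacking own fluorescence, cut at about 54% in these data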;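 further: plate controls were DMSO wells for no effect and 5 µM unlabelled arrestin peptide for full effect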
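Material – GST-tagged AP2 beta2-adaptin appendage (R879A) on 4 µm glutathione beads · Probe or stimulus – fluorescein-tagged arrestin peptide at 50 nM final · Timing – 12 min plus 1 h, RT · Detection – bead flow cytometry, FITC channel · Read-out basis – inhibition as reduced fluorescein signal on beads, percent · Medium – PBS plus Tween 20 (0.05%) and BSA (0.1%)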
Keap1-Nrf2 PPI = Keap1-Nrf2 (human) interaction inhibition | Keap1 Kelch-Nrf2 peptide fluorescence polarization, 1536-well | 0.15% of 340,000 active | inhibition, % at 9.4 µM | Q14145; in the data active means inhibition above about 12%; inconclusive means no clear call, values can overlap the other calls; inactive means below about 7.3%;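 further: human Keap1 Kelch domain with fluorescein labeled Nrf2 9mer peptide probe; 0% = neutral control wells and 100% = peptide positive control; higher means more block of Keap1 binding to Nrf2 peptide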
NSD2 HMT inh = blocks human histone methyltransferase NSD2; O96028; NSD2 peptide methylation, AlphaScreen, 120 min; inhibition, % at 12.5 µM; 0.54% of 310,000 active; AID 743445; in the data active means inhibition above about 50%
Target sequence (O96028 whole entry, looked up): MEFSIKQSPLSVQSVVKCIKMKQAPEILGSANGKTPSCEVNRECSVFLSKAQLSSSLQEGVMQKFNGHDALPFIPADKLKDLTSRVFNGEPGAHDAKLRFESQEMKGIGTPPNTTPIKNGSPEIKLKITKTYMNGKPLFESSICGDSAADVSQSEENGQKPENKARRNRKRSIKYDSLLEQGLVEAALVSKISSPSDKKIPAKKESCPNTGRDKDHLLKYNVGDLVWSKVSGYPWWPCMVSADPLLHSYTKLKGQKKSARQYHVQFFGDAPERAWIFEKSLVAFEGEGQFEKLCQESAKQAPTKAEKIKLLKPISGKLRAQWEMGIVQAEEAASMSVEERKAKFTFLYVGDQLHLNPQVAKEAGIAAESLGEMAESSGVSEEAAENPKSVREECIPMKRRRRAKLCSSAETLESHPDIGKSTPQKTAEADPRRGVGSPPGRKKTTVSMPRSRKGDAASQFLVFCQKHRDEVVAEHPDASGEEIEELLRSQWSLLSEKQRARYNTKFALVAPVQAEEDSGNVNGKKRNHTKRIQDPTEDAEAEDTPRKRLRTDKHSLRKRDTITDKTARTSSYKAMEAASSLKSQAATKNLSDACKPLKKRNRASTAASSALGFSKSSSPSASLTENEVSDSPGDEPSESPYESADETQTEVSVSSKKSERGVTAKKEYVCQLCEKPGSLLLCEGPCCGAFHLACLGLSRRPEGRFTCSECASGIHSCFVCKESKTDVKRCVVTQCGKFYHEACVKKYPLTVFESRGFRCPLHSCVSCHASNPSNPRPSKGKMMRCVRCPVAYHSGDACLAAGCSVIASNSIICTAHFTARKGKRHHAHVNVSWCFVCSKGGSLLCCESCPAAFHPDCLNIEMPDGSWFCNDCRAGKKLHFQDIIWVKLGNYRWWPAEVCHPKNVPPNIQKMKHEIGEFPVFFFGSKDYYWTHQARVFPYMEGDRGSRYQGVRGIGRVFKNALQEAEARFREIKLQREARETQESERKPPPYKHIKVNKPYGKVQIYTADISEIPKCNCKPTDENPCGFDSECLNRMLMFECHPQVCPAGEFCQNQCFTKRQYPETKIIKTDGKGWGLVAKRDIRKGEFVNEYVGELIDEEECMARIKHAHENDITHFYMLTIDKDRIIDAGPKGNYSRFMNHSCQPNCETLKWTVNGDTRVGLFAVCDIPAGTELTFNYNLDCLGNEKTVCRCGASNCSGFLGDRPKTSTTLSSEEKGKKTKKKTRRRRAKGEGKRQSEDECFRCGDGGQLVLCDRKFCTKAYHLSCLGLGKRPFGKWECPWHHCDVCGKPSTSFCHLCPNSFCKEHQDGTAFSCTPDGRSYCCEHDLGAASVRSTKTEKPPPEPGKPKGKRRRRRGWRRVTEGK
PKA-R2B act = activates the human PKA-R2B holoenzyme complex | P22694+P31323 | PKA-R2B holoenzyme dissociation, Cy5-IP20 fluorescence polarization; R2B truncated from residue 108, S112A mutant; 0% DMSO only, 100% 113 µM cGMP | activation, % at 11.4 µM | 0.079% of 340,000 active | AID 504700;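 active means activation above a cutoff set at the mean over all compounds plus 3 SD, cut at about 18% in these data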;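 further: higher means more holoenzyme dissociation and a rise in polarization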
PvdQ acylase = blocks Pseudomonas aeruginosa PvdQ acylase activity; 0.063% of 340,000 active; inhibition, % at 10 µM; purified PvdQ acylase, fluorescence plate reader; AID 488965; in the data active means inhibition above about 30%, passing the limit was not always enough; inconclusive means no clear call, values can overlap the other calls;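 further: 0% = vehicle neutral wells and 100% = reference inhibitor wells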
DAGLB inh = diacylglycerol lipase beta (human) inhibition. AID 504411. inhibition, % at 5.17 µM. HEK293T DAGLB membrane lysate, EnzChek fluorogenic substrate. 0.059% of 340,000 active. Q8NCG7; in the data active means inhibition above about 34%;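 further: 0% = enzyme with vehicle and 100% = wells lacking enzyme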
RTF Ca sens inh = cardiac RTF calcium desensitization. P19429+P45379. IANBD-labeled cardiac RTF, Ca2+ fluorescence. inhibition, % at 7.15 µM. 0.12% of 340,000 active. AID 493244;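 active means inhibition above the mean inhibition of all tested compounds plus 3 SD, cut at about 17% in these data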;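 further: assay run at fixed EC70 calcium of 1.6 mM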
Active calls of the source: *; ? = inconclusive; · = no result given. Outcome played no part in choosing rows; overall some 2.1% were active at least once.

Values run as follows: C-LANA FP | SR-BI uptake up | SR-BI DiI inh | Arrestin-AP2 inh | Keap1-Nrf2 PPI | NSD2 HMT inh | PKA-R2B act | PvdQ acylase | DAGLB inh | RTF Ca sens inh
CCC1=NN(C(=O)CCc2ccccc2)C(O)(C(F)(F)F)C1 (configuration not stated)
    -0.9 | 17 | -17 | 34 | 6 | · | -4 | 5 | -5 | -1
COc1ccc(C)cc1NS(=O)(=O)c1cccc2nonc12
    2.8 | -17 | 17 | 21 | -4 | 3 | -5 | -7 | 1 | 6
COc1cccc(NC(=O)CN(C)C(=O)c2cccc(S(=O)(=O)Nc3ccccc3OC)c2)c1
    1.6 | -41 | 41 | 27 | 0 | -2 | 7 | -1 | -7 | 0
Cc1oc2c(C)c3oc(=O)c(CCC(=O)NCCN4CCOCC4)c(C)c3cc2c1C
    0.6 | -39 | 39 | 3 | -6 | · | -3 | -6 | -1 | -1
O=C(NC(Cc1ccccc1)C(=O)O)/C(=C/c1ccc(F)cc1)NC(=O)c1ccccc1 (configuration not stated)
    1.4 | 13 | -13 | -5 | -2 | 1 | -3 | -14 | 2 | -10
Cc1ccc(NC(=O)CCCNC(=O)c2ccc(Cl)cc2)cc1S(=O)(=O)N1CCOCC1
    0.5 | -9 | 9 | 21 | 0 | 0 | -8 | 14 | -3 | 3
CCOc1cccc(C(=O)NC(=S)Nc2ccc(N3CCN(CC)CC3)cc2)c1
    -1.1 | -17 | 17 | 5 | -9 | 6 | -3 | -18 | 1 | -4
CCN(c1ccccc1)S(=O)(=O)c1ccc2c(c1)OCCO2
    -0.6 | -2 | 2 | 4 | 0 | -2 | -13 | -4 | -5 | -9
C=CCc1cc(C=O)cc(OC)c1OCc1ccc(Cl)cc1
    -0.1 | -17 | 17 | -5 | -5 | 5 | 2 | 3 | -14 | 0
Cc1ccc(Nc2ncc3c(=O)[nH][nH]c(=O)c3n2)cc1
    -0.3 | 5 | -5 | -13 | -5 | 0 | 2 | 8 | -1 | 0
COc1ccc(-c2c(C#CC(C)(C)O)c3ccccc3n2C)cc1
    1.8 | -38 | 38 | -7 | -1 | · | -3 | -6 | -3 | -5
CC(C)NC(=O)COC(=O)Cn1[nH]c(=O)c2ccccc2c1=O
    -0.1 | 24 | -24 | 27 | 0 | -1 | -14 | -2 | 0 | 0
COc1ccc(C2OC3=C(Nc4cc(C)c(C)cc4N3)C2=O)cc1 (configuration not stated)
    -0.1 | -10 | 10 | -6 | 3 | 1 | -9 | -14 | -3 | -12
CCOc1ccc(S(=O)(=O)N2CCCC(C(=O)NCc3ccccc3)C2)cc1 (configuration not stated)
    1.2 | 3 | -3 | -8 | 4 | -1 | 5 | 1 | -1 | -12
Nc1ccnn1Cc1cccnc1
    -0.8 | 33 | -33 | 0 | -1 | -3 | -8 | -4 | 0 | -1

Some values from above:
Keap1-Nrf2 PPI result of C=CCc1cc(C=O)cc(OC)c1OCc1ccc(Cl)cc1 = -5
Keap1-Nrf2 PPI result of COc1ccc(C2OC3=C(Nc4cc(C)c(C)cc4N3)C2=O)cc1 (configuration not stated) = 3
Arrestin-AP2 inh result of Nc1ccnn1Cc1cccnc1 = 0
PvdQ acylase result of CCC1=NN(C(=O)CCc2ccccc2)C(O)(C(F)(F)F)C1 (configuration not stated) = 5
SR-BI uptake up result of COc1ccc(-c2c(C#CC(C)(C)O)c3ccccc3n2C)cc1 = -38
RTF Ca sens inh result of O=C(NC(Cc1ccccc1)C(=O)O)/C(=C/c1ccc(F)cc1)NC(=O)c1ccccc1 (configuration not stated) = -10

(cont.)
Values run as follows: C-LANA FP | SR-BI uptake up | SR-BI DiI inh | Arrestin-AP2 inh | Keap1-Nrf2 PPI | NSD2 HMT inh | PKA-R2B act | PvdQ acylase | DAGLB inh | RTF Ca sens inh
Cc1ccc(N/C=C(\C2OC(=O)c3ccccc32)[N+](=O)[O-])c(C)c1 (configuration not stated)
    0.6 | 9 | -9 | -15 | 3 | -2 | · | -10 | · | ·
O=C(Nc1ccc(O)cc1)N1CCOCC1
    -2.1 | -19 | 19 | -5 | -3 | -1 | 0 | -11 | 0 | -4
CCn1cc(/C=N\NC(=O)c2csc3ccccc23)c(C)n1
    -1.6 | -30 | 30 | 2 | 1 | 0 | 7 | -17 | -1 | -3
NC(=O)C1CCN(CC(=O)Nc2ccccc2C(=O)NC2CC2)CC1
    -0.3 | 25 | -25 | 7 | 2 | -3 | 2 | -7 | -1 | -1
COc1ccc(CCNC(=O)COC(=O)/C=C/c2ccc(OC)cc2OC)cc1
    -1.5 | -21 | 21 | 7 | 1 | -3 | -2 | -5 | -5 | -9
COc1ccc(Cn2c(CCC(=O)N3CCN(c4ccccn4)CC3)nc3ncccc3c2=O)cc1
    -1.0 | · | · | -6 | -3 | -2 | 7 | -5 | 0 | -1
CCOC(=O)c1c(-c2ccccc2)csc1NC(=O)c1cc2ccccc2oc1=O
    0.4 | -5 | 5 | 1 | -6 | 1 | -1 | -15 | -1 | -18
CSc1ccc(C(=S)N2CCN(C)CC2)cc1
    -0.2 | ? | -62 | 7 | -4 | 2 | -3 | -14 | -2 | 1
CN1CCSc2ccc(C(=O)Nc3cc(F)ccc3F)cc21
    -0.3 | · | · | -5 | 0 | -13 | -4 | -16 | -3 | -4
O=C(NC1CCCCCC1)C1CC(=O)N(c2ccc(Cl)cc2)C1 (configuration not stated)
    -0.6 | 17 | -17 | -9 | 2 | -1 | -7 | -11 | 1 | 2
O=C1CN(S(=O)(=O)c2ccccc2C(F)(F)F)CCN1
    -1.3 | 25 | -25 | 5 | 0 | -6 | -6 | -1 | 0 | 11
CCCCCCCN1C2=NCCN2c2ccccc21
    -1.5 | 1 | -1 | 12 | -12 | 1 | -3 | -6 | 0 | -2
Cn1c(Sc2ccccc2Cl)c(C=O)c2ccccc21
    -0.2 | 9 | -9 | -34 | 3 | -3 | -6 | 9 | -6 | -14
O=C(NCC(c1cccnc1)N1CCN(c2ccccc2)CC1)C1CCCCC1 (configuration not stated)
    -2.2 | 24 | -24 | 2 | -4 | 1 | 5 | -10 | -1 | 4
Cc1cc(N2CCN(C)CC2)nc2ccc(NC(=S)N3CCN(c4ccc(Cl)cc4)CC3)cc12
    -1.9 | · | · | -4 | 3 | · | -8 | -10 | 4 | 0
Cc1cccc2c3c([nH]c12)CCNC3
    -0.7 | 3 | -3 | 3 | -2 | 2 | 5 | -16 | 0 | -12
CC12CCC(=O)N1C(C(=O)NNC(=O)c1ccc(Cl)cc1)CS2 (configuration not stated)
    -2.0 | 10 | -10 | 19 | 1 | 8 | -1 | -8 | 1 | -2
COc1cc(C(=O)OCC(=O)NC2CCCCC2)cc2c1OCCO2
    0.4 | -8 | 8 | -1 | -5 | 1 | -1 | -7 | -2 | -6
O=C(Nc1ncc([N+](=O)[O-])s1)C1COc2ccccc2O1 (configuration not stated)
    1.7 | -11 | 11 | 1 | 1 | 5 | 6 | 14 | 4 | -1
O=C(O)c1cccc(-n2cccc2/C=N/O)c1
    15 | 16 | -16 | 25 | 0 | 52* | -4 | 3 | -1 | 1
COCc1ccc([C@@H]2C[C@H]3CN(Cc4ccccc4C)C(=O)[C@]34CCCN24)o1
    0.3 | · | · | -4 | -2 | 1 | 3 | 2 | 2 | -5
Cc1cccc(NC(=S)Nc2ccc(Oc3ccccc3)cc2)n1
    1.2 | -4 | 4 | -4 | 1 | 15 | -11 | -7 | -4 | 4
COc1ccc2sc(-c3ccccc3OC)c(-c3ccc4c(c3)OCCO4)c2c1
    7.3 | -9 | 9 | 7 | -2 | · | 4 | -6 | -9 | -5
CC(=O)Nc1ccc(S(=O)(=O)N(C)CC(=O)OCC(=O)N2CCCCCC2)cc1
    -0.9 | 14 | -14 | -7 | -2 | -1 | -2 | -10 | 4 | -4
O=C(/C=C/c1ccccc1)NC1CCSC1=O (configuration not stated)
    -0.1 | -8 | 8 | 1 | -4 | 0 | -6 | -14 | 0 | 3
c1ccc(Cn2cc(CN3CCCCO3)c(-c3ccc4c(c3)OCO4)n2)cc1
    -0.2 | 3 | -3 | 3 | -3 | 0 | -6 | 4 | -8 | -5
CC1CCCN(C(=O)CN2C(=O)CSc3ccc(S(=O)(=O)N4CCOCC4)cc32)C1 (configuration not stated)
    0.8 | 2 | -2 | 22 | -8 | -6 | -2 | -2 | 2 | -12
CCOC(=O)C1=C(OCc2ccc(Cl)cc2)C2C=C(C)C=CC2N=C1 (configuration not stated)
    -1.9 | -14 | 14 | 0 | -3 | -6 | -3 | -11 | -3 | -8
O=CN1CCN(C(C(=O)NC2CCCCC2)c2cc3c(cc2[N+](=O)[O-])OCO3)CC1 (configuration not stated)
    -0.6 | 41 | -41 | 36 | -1 | -1 | 0 | 1 | 0 | 1
O=C(CCS(=O)(=O)c1ccccc1)Nc1nccs1
    1.9 | 8 | -8 | -5 | -1 | · | -3 | -8 | 3 | -2
Cc1cc(N2CCN(Cc3cn(C)nc3-c3ccccc3F)CC2)cc(C)n1
    -0.2 | -3 | 3 | 16 | -3 | 0 | -1 | 5 | 0 | -5
C=CCC[C@H](Cc1ccc(F)cc1)C(=O)OC[C@@H](C)NC(=O)[C@@H](CC=C)CC(=O)N[C@H](CO)Cc1ccccc1
    -0.2 | -19 | 19 | 9 | -2 | · | -2 | 6 | -6 | 6

A different layout for part of the listing above:
| mol | C-LANA FP | SR-BI uptake up | SR-BI DiI inh | Arrestin-AP2 inh | Keap1-Nrf2 PPI | NSD2 HMT inh | PKA-R2B act | PvdQ acylase | DAGLB inh | RTF Ca sens inh |
| --- | --- | --- | --- | --- | --- | --- | --- | --- | --- | --- |
| COc1cccc(NC(=O)CN(C)C(=O)c2cccc(S(=O)(=O)Nc3ccccc3OC)c2)c1 | 1.6 | -41 | 41 | 27 | 0 | -2 | 7 | -1 | -7 | 0 |
| Cc1oc2c(C)c3oc(=O)c(CCC(=O)NCCN4CCOCC4)c(C)c3cc2c1C | 0.6 | -39 | 39 | 3 | -6 | · | -3 | -6 | -1 | -1 |
| O=C(NC(Cc1ccccc1)C(=O)O)/C(=C/c1ccc(F)cc1)NC(=O)c1ccccc1 (configuration not stated) | 1.4 | 13 | -13 | -5 | -2 | 1 | -3 | -14 | 2 | -10 |

Bioassay records (PubChem BioAssay)
